LDHA block = inhibitors of human lactate dehydrogenase A. AID 1347041. activity change, % (values are at about 110 or 230 µM). actives 0.15% (n = 480,000). purified LDHA, NADH/diaphorase-resazurin fluorescence; hits give low values. P00338; in the data active = activity change below about -30%; inconclusive = mostly about -25% to -30%;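 also: plate controls were DMSO wells for no effect and wells without enzyme for full effect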
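Human LDH5 (2 nM) was incubated with 0.06 mM NADH and 0.2 mM pyruvate for 5 min at room temperature in Tris pH 7.4. Remaining NADH was coupled through diaphorase/resazurin, and resorufin fluorescence was read at 0 and 20 min.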
D1 agonist = agonists of human D1 dopamine receptor; P21728; HEK293 T-REx D1 cells, calcium flux, agonist mode; activation, % at 2 µM; actives 1% (n = 360,000); AID 504660; in the data active = activation above about 30%; also: 0% is about no effect
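Inducible HEK293 T-REx D1 cells, force-coupled to calcium signalling, were plated at 4000 cells/well with tetracycline and held overnight at 30 C. After no-wash calcium dye loading, compound-evoked calcium rise over 180 s flagged agonists.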
D1 potentiator = human D1 dopamine receptor positive modulation; P21728; HEK293 TREx D1 cells, calcium flux, dopamine EC20 potentiation; actives 0.036% (n = 360,000); AID 504651; potentiation, % at 10 µM; in the data active = potentiation above about 30%; also: 0% is about no effect
D2 potentiator = D2 dopamine receptor (human) potentiation | P14416 | HEK293 T-REx D2, calcium flux, EC20 dopamine potentiation | potentiation, % at 10 µM | actives 0.34% (n = 340,000) | AID 485347;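 active = potentiation over 3 SD above the plate norm, cut at about 30% in these data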; also: 0% is about no effect
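Primary screen. Calcium kinetics in induced HEK293 T-REx D2 cells: compound pre-addition 180 s, EC20 dopamine, 180 s more.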
RXFP1 agonist = RXFP1 (human) receptor agonism; Q9HBX9; HEK293T-RXFP1 cAMP TR-FRET, 30 min; response scale: percent of porcine relaxin response, buffer zero; Potency, µM (series often up to 57.5 µM), for inactives: at the top dose activation, actives largely listed as activators; actives 0.3% (n = 370,000); also: potency is read from the fitted curve at half-maximal effect; % is scaled to controls: 0 for no effect and ±100 for the full control effect; nearly all actives have a fitted effect of over 60% in size; many of its hits are not listed in these tables
Target sequence (Q9HBX9 whole entry, looked up): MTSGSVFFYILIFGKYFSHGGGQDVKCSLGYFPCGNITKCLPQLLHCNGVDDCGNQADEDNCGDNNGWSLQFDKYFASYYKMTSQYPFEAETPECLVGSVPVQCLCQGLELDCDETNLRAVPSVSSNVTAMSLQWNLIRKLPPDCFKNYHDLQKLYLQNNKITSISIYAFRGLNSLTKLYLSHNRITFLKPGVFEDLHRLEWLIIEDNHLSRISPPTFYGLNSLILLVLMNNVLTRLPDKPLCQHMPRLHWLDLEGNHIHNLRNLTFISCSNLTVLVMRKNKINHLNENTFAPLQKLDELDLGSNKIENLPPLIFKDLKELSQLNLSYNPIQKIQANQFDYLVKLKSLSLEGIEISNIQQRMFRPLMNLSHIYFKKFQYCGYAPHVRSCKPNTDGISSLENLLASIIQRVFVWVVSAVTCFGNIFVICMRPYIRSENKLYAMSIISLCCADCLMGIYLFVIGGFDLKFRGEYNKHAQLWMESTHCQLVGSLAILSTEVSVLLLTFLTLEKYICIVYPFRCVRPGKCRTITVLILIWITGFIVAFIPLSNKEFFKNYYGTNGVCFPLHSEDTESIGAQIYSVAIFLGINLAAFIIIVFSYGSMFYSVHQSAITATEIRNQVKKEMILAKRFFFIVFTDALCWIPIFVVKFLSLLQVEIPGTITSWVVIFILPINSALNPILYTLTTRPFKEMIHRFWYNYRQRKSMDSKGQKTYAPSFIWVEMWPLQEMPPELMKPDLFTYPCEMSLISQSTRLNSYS
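cAMP rise read by TR-FRET after 30 min, 37C compound exposure (up to 58 uM) in RXFP1-transfected HEK293 cells with Ro 20174 present. EC50 from Hill-equation fits, with 29 nM porcine relaxin as 100% and buffer as basal.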
GRP78 ERSR act = inducers of ER stress response in human glioma cells; Potency, µM, for inactives: top-dose activation, hits mostly activators; U87-MG GRP78 promoter luciferase reporter, 16 h; actives 0.02% (n = 420,000); also: potency is read from the fitted curve at half-maximal effect; series mostly up to about 76 µM; % of control where 0% means no effect; nearly all actives have a fitted effect of over 35% in size
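Stably transfected U87-MG glioma cells carrying a GRP78-based luciferase sensor; 16 h compound incubation. Luminescence end-point read 10 min after Bright-Glo addition at room temperature.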
Vif-A3F inh = inhibitors of Vif-A3F interaction; HeLa A3F-eYFP + Vif (tagged APOBEC3F with the HIV-1 protein that degrades it), YFP fluorescence increase; Potency, µM (titrated, usually from 46.1 µM), without a hit: at the highest dose activity, negative = active; actives 0.2% (n = 390,000); AID 602313; also: potency is read from the fitted curve at half-maximal effect; % of control where 0% means no effect; nearly all actives have a fitted effect of over 65% in size
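Fluorescence increase (Ex 488/Em 500-530) after overnight compound treatment at 37 deg C flags inhibition of Vif-driven A3F-eYFP loss in stable HeLa A3F-eYFP/Vif cells seeded overnight beforehand.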
D1 antag = human D1 dopamine receptor antagonism; P21728; HEK293 TREx D1 cells, calcium flux, dopamine EC80; hits give low values; activity change, negative = inhibition, % at 10 µM; actives 3.2% (n = 360,000); AID 504652; in the data active = activity change below about -30%; also: % is scaled to controls: 0 for no effect and ±100 for the full control effect
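HEK293 T-REx cells expressing inducible, force-coupled D1 receptor; no-wash Ca dye, 30–90 min RT. Cmpd → 180 s read at 1 Hz → EC80 DA → 180 s read.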
Vif-A3G inh = Vif-A3G binding inhibition | Q9HC16 | actives 0.076% (n = 410,000) | Potency, µM (series often up to 46.1 µM), for inactives: top-dose activity, negative = active, most hits filed as inhibitors | HeLa A3G-eYFP + Vif (tagged APOBEC3G with the HIV-1 protein that degrades it), YFP fluorescence, overnight | AID 602310;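 also: potency is read from the fitted curve at half-maximal effect; % is scaled to controls: 0 for no effect and ±100 for the full control effect; nearly all actives have a fitted effect of over 60% in size; hits raise eYFP signal because A3G escapes Vif-driven loss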
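Read-out is eYFP fluorescence (Ex 488/Em 500-530) from Vif-expressing HeLa A3G-eYFP cells; more signal means A3G escaped Vif-mediated degradation. Cells plated overnight, compound pinned in, incubated overnight at 37 deg C.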
Starred values were filed as active, the others as inactive; ? = inconclusive; . = no result given; & = joins results of further samples. Unless noted, calls follow the shape of the dose curve; as a rule, active = well fitted curve in the direction sought with a large enough effect; inconclusive = small, poorly fitted or top-dose-only effect, or another doubt; inactive = no such curve, though single readings can be large; an effect the other way counts as inactive or inconclusive.

Values run as follows: LDHA block	RXFP1 agonist	D1 antag	Vif-A3F inh	D2 potentiator	GRP78 ERSR act	D1 potentiator	Vif-A3G inh	D1 agonist
COc1cccc(-c2c(C(=O)N/N=C/C3CC=CCC3)nnn2-c2nonc2N)c1 (configuration not stated)
 : -2.3	1.2%	-3.1	-9.3%	-4.8	-2.7%	-0.9	1.3%	2.8
NS(=O)(=O)c1cccc(NC(=O)CN2CCC(Cc3ccccc3)CC2)c1
 : -3.0	1.0%	-7.7	0.1%	-8.1	-4.0%	0.2	1.3%	4.7
COc1ccccc1CNC(=O)COC(=O)Cc1cccs1
 : -12.1	0.6%	7.7	4.7%	0.0	-2.7%	0.0	3.1%	1.6
CNC[C@@H]1Oc2c(NS(C)(=O)=O)cccc2C(=O)N([C@@H](C)CO)C[C@H]1C
 : -1.3	.	.	0.6%	.	-4.4%	.	3.2%	.
Cc1ccc(C)c(NC(=O)c2ccc[n+](Cc3ccc([N+](=O)[O-])cc3)c2)c1
 : -7.9	2.1%	8.9	.	-3.4	-1.3%	-1.8	1.1%	1.7
S=C(NCCSCc1ccccc1Cl)Nc1ccccc1
 : -3.8	2.4%	-1.7	-0.1%	7.5	-4.9%	-6.8	10.9%	21.7
COc1ccccc1CNC(=O)[C@H](NC(=O)C1CCN(C(=O)[C@@H](N)CCSC)CC1)C(C)C
 : 1.2	1.9%	0.9	4.6%	4.1	-1.6%	-3.6	3.2%	2.0
CCOc1ccc(NCc2nnc(SCc3ccccc3Cl)n2-c2ccccc2)cc1
 : 7.4	-0.9%	-1.1	-4.4%	-11.0	-1.0%	-3.7	1.1%	1.2
CCOc1ccccc1C(=O)NCC(=O)OCC(=O)N1C(C)CCCC1C (configuration not stated)
 : -0.4	-3.9%	-7.1	0.2%	10.3	0.8%	-7.7	-1.0%	3.3
N#Cc1c(N)nc2c(c1-c1cccnc1)CCCCC2
 : -3.9	-0.6%	11.1	-0.4%	-0.2	-4.1%	-3.0	-9.7%	-0.1
COC(=O)/C(C#N)=C1/C=Cc2ccccc2N1
 : -0.1	-1.1%	-0.5	-4.4%	0.7	5.4%	-0.3	1.8%	-1.8
COc1ccc(CNC(=O)CCN2C(=O)c3ccccc3C2=O)cc1
 : 0.5	0.3%	-2.8	0.6%	.	-5.6%	-6.2	-0.6%	4.1
O=C(/C=C/c1ccccc1)Oc1cccc(C(=S)N2CCOCC2)c1
 : -0.6	1.6%	-10.8	-15.2%	12.4	-2.5%	0.1	-5.3%	7.2
CCn1nc(C)c(CN2CCCC(CO)(Cc3ccccc3)C2)c1C (configuration not stated)
 : -3.6	-3.8%	-20.3	-15.7%	-7.0	0.6%	-1.1	6.5%	1.1
COc1ccc(/C=C/C(=O)NC(C)CCc2ccccc2)cc1 (configuration not stated)
 : -3.8	0.2%	-8.6	-9.7%	-5.2	-1.6%	-5.1	-2.6%	3.6

Some entries already given with just D1 potentiator.
Molecule	D1 potentiator
Cc1ccc(C)c(NC(=O)c2ccc[n+](Cc3ccc([N+](=O)[O-])cc3)c2)c1	-1.8
S=C(NCCSCc1ccccc1Cl)Nc1ccccc1	-6.8

The results go on.
Values run as follows: LDHA block	RXFP1 agonist	D1 antag	Vif-A3F inh	D2 potentiator	GRP78 ERSR act	D1 potentiator	Vif-A3G inh	D1 agonist
Cc1onc(-c2ccccc2)c1C(=O)N[C@@H]1C(=O)N2C1SC(C)(C)[C@@H]2C(=O)O (some centres not stated)
 : -8.5	.	.	-2.2%	.	-3.4%	.	-1.4%	.
FC(F)(F)c1cccc(N2CCN(C(=S)NC3CCCCC3)CC2)c1
 : 2.2	-0.6%	-25.2	-23.8%	-25.3	-2.1%	-2.7	1.8%	4.2
O=C(CCn1c(=O)[nH]c2ccsc2c1=O)N(CCc1ccccc1)Cc1ccccc1
 : 0.9	2.5%	-24.3	.	10.0	-6.4%	-5.3	-3.7%	2.0
COc1ccc2c(c1)[n+](=O)c(C(C)=O)c(C)n2[O-]
 : 22.6	0.0%	2.8	-3.2%	2.3	-5.6%	7.3	3.3%	0.3
Cc1ccc(/C=C/C(=O)Nc2ccncc2)o1
 : -7.1	4.1%	-15.3	-5.4%	-23.0	0.9%	-3.0	-0.4%	1.8
COc1cc(CN(C(=S)NCC(=O)NC2CCCC2)C2CCCC2)cc(OC)c1OC
 : -8.9	0.9%	-2.8	-0.3%	.	-2.4%	12.1	-0.2%	-0.2
Cc1ccc(NC(=O)Nc2ccc(Cl)cn2)cc1
 : -3.1	-0.8%	-26.6	0.3%	6.7	13.1%	3.1	-0.9%	2.1
O=C(c1ccc(Cl)c(S(=O)(=O)N2CCOCC2)c1)N1CCOCC1
 : -3.8	-0.8%	0.5	-6.2%	-0.4	11.0%	.	3.8%	3.8
COc1ccc2c(c1OC)C(=O)OC2Nc1nc(-c2ccc([N+](=O)[O-])cc2)cs1 (configuration not stated)
 : 1.8	-1.6%	2.2	-4.1%	0.1	5.8%	-3.7	-6.3%	0.6
CCC(CC)C(=O)Nc1cc(Cl)ccc1C
 : .	0.8%	-3.6	.	-6.0	.	-3.8	.	1.1
COc1ccc(CC(=O)NC2CCSc3ccccc32)cc1OC (configuration not stated)
 : -1.7	0.8%	-13.1	-17.9%	-3.2	-2.9%	-4.7	4.5%	0.0
COc1ccc(C)cc1NC(=O)CN(c1ccc(C)cc1)S(C)(=O)=O
 : -9.6	0.2%	4.9	-17.9%	-2.1	-4.0%	-5.1	-9.4%	-0.6
CCOC(=O)C1=C(C)N(Cc2ccccc2)C(=O)NC1c1ccc(OC)cc1 (configuration not stated)
 : -0.8	-0.8%	-2.1	0.2%	-6.0	-5.3%	-3.8	3.0%	4.1
NS(=O)(=O)c1cccc(NC(=O)COC(=O)Cc2ccc(Cl)cc2)c1
 : -5.2	0.5%	-3.8	8.5%	1.0	-3.1%	-4.2	4.5%	2.5
Cc1nc2c(c(=O)n1CCC1=CCCCC1)c1nc3ccccc3nc1n2/N=C/c1ccco1
 : -1.2	1.8%	-3.9	-11.8%	-3.6	9.0%	-5.5	-6.4%	0.4
Cc1nn2cc(-c3ccc(OC(C)C)cc3)nc2s1
 : 0.6	-4.9%	-5.9	-1.9%	-8.4	-8.1%	-3.8	6.5%	6.7
CC(=O)Nc1ccc2c(c1)N(S(=O)(=O)c1cccs1)CCC2
 : -2.1	0.1%	27.8	-6.6%	-15.4	-2.0%	-2.7	-1.7%	6.3
Cc1ccc(NS(=O)(=O)c2ccc3c(c2)N(C)CCO3)cc1
 : -1.1	-1.7%	-19.5	-7.6%	4.4	3.7%	0.6	-0.2%	12.8
Cc1ccc(NS(=O)(=O)c2ccc(NC(=O)C3CC3)cc2)cc1C
 : -0.5	0.4%	-4.5	1.5%	-5.8	-6.7%	-5.2	-2.2%	10.4
CCOC(=O)c1ccc(N2CCCCC2)c(NS(=O)(=O)c2ccc(C)cc2)c1
 : 2.5	-0.1%	5.6	5.7%	-4.2	-9.8%	-1.1	-23.8%	8.0
O=C(Cn1c(=O)oc2cc(S(=O)(=O)N3CCCC3)ccc21)NCc1ccc(Cl)cc1
 : -3.8	2.7%	0.4	-1.1%	3.5	-3.9%	-2.6	-0.5%	12.3
Cc1ccc(N=Cc2ccc(N(C)C)cc2)cc1
 : 5.8	-0.7%	10.7	2.1%	-1.8	1.1%	-6.2	-1.3%	1.5
COc1ccc(OC)c(C(=O)CN2C(=O)N(c3cc(C)cc(C)c3)S(=O)(=O)c3ccccc32)c1
 : 0.5	2.9%	-14.5	0.5%	3.6	-1.8%	-2.9	-3.2%	2.0
CCOC(=O)C1CCN(C(=O)Nc2c(-c3ccccc3)noc2C)CC1
 : 2.0	-0.1%	-9.4	-0.9%	-5.1	-4.1%	-1.3	0.7%	2.7
O=C(CSc1nnc(CNC(=O)c2c(F)cccc2Cl)o1)Nc1cccc(F)c1
 : -5.9	1.0%	-33.1*	-5.9%	4.8	-2.3%	-2.6	4.4%	7.7
Cc1ccc(Cl)cc1N1CCN(C(=O)c2cc(S(=O)(=O)N3CCC(C)CC3)cn2C)CC1
 : 2.6	1.6%	7.9	1.4%	-13.5	-1.1%	-0.4	-2.9%	4.8
Cc1ccc(-c2nc3cnccn3c2Nc2c(C)cccc2C)o1
 : -3.4&1.1	-0.4%	-16.6	-7.1%	11.2	-3.8%	-2.1	-4.6%	4.0
COc1cc(CNc2ccc(C(=O)O)cc2)cc(Br)c1OCC(=O)NC(C)(C)C
 : -8.9	0.2%	-15.9	-2.7%	-8.1	5.3%	-4.8	4.4%	3.9
CCOP(=O)(OCC)C(NC(=O)Nc1ccc(Cl)c(Cl)c1)c1ccccc1 (configuration not stated)
 : -0.8	1.6%	10.6	-1.7%	-1.8	-4.7%	-3.0	-2.9%	5.8
Nc1ncnc(Nc2ccccc2C(F)(F)F)n1
 : -4.7	-0.1%	-1.2	3.8%	3.7	-1.6%	-0.8	-3.2%	1.4
Cc1ccc(C(=O)NCCc2csc(-c3cccc(F)c3)n2)cc1C
 : 1.2	1.8%	9.1	4.6%	-11.7	-3.1%	-1.9	2.5%	5.3
COc1ccc(-n2nc(C(=O)NCC(=O)Nc3cc(OC)c(OC)c(OC)c3)c3ccccc3c2=O)cc1
 : -4.8	2.7%	6.3	-10.0%	.	-1.2%	-2.6	-2.8%	1.1
C#CCNc1cc(-c2ccccc2)nc2ncnn12
 : 0.4	0.4%	1.1	3.2%	21.1	-0.1%	0.2	-1.1%	2.6
CCOC(=O)C1CCN(C(=O)Nc2ccc3oc(C)nc3c2)CC1
 : 9.4	1.9%	-10.0	-4.6%	.	0.5%	-0.5	0.0%	0.9
COc1ccc(-n2c(=O)c3ccccc3n(Cc3cccc(C)c3)c2=O)cc1OC
 : -17.6	0.8%	20.2	2.8%	-2.3	-4.6%	1.6	0.0%	4.7
COc1ccc(CCNc2ccc(C(CC(N)=O)NC(=O)c3ccc(Br)cc3)cc2[N+](=O)[O-])cc1 (configuration not stated)
 : -16.3	0.0%	2.6	?	2.1	-9.2%	-0.5	?	2.2
CN(CC(=O)Nc1c(Cl)cccc1Cl)C(=O)c1n[nH]c2ccccc12
 : -5.9	-0.8%	5.2	4.7%	2.1	-3.7%	2.9	-3.1%	3.7

High-throughput results (PubChem)

The list is partial (hit frequency here may not be typical).
